S100A4 MyoIIA: S100A4-myosin IIA interaction inhibition; S100A4/TAMRA-MyoIIA peptide fluorescence polarization; inhibition, % at 10.7 µM; hit rate 0.14% among 360,000;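 active means mean inhibition of at least 70% across replicates, with every replicate also reaching that level; inconclusive means mean inhibition reaches 70% but some replicates fall short; inactive means mean inhibition below 70%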
Target sequence (P26447 whole entry, looked up): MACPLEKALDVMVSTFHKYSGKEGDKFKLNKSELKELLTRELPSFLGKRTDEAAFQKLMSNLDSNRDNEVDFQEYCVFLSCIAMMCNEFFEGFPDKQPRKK
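Material: S100A4 monomer protein / Buffer or medium: 50 mM HEPES pH 7.2, 10 mM CaCl2, 100 mM KCl / Times: 5 min incubation before reading / Benchmarks: neutral control DMSO, positive control TFP / Reagent: labelled myosin peptide probe, 5 nM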
RAD54 inh: inhibitors of human RAD54 branch migration; RAD54 Holliday junction branch migration, FAM/BHQ fluorescence; Q92698; inhibition, % at 10.4 µM; hit rate 0.14% among 360,000;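 active means mean normalized replicate activity at least 40 and at least half of replicates scoring 40 or more; inconclusive means only one of the two criteria met; inactive means mean below 40 and under half of replicates reaching 40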;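 further: 0% = median of neutral control wells and 100% = median of positive control wells; inhibitors cause a drop in the FAM fluorescence signal; in these data hits start at about 50%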
esBAF inh: blocks esBAF chromatin remodeling in mouse ES cells; Bmi1-luciferase knock-in reporter, 24 h; 100% = twice the neutral-well signal; reporter increase, % at 12.5 µM; hit rate 2% among 350,000; in the data active means activation above about 40%; inconclusive means no clear call, values can overlap the other calls;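 further: 0% = median of the plate's neutral control wells and 100% = double that signal; a rise in the Bmi1 reporter signal indicates esBAF inhibition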
RAD52 anneal inh: inhibitors of human RAD52 DNA annealing; P43351; hit rate 0.46% among 360,000; recombinant RAD52 DNA annealing, FRET fluorescence; inhibition, % at 18.7 µM;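 active means every replicate showing at least 50% inhibition; inconclusive means mean inhibition at least 50% but not in every replicate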
ERp5 block: blocks human ERp5 reductase activity on insulin; hit rate 0.05% among 350,000; AID 651711; Q15084; inhibition, % at 9.99 µM; ERp5 insulin aggregation, absorbance 650 nm, 90 min;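 active means mean replicate inhibition above about 25%, with every replicate also reaching it, limit read from the data, passing the limit was not always enough; inconclusive means only one of those two criteria met; inactive means neither criterion met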
E-selectin induc: induces E-selectin expression in human endothelial cells | P16581 | HUVEC E-selectin immunofluorescence imaging; normalized: neutral wells 0, TNF-alpha wells 100 | activation, % at 7.58 µM | hit rate 0.37% among 260,000 | AID 686992;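 active means mean E-selectin-positive cell signal at least 10% of the positive control, reached in at least 60% of replicates, without over 20% cell loss; inconclusive means no rule given, readout overlaps actives, possibly toxicity-flagged; inactive means the rest, including those meeting only one limit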;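 further: in these data hits start at about 27%; measured in HUVEC primary endothelial cells; signal is the percent of cells scored E-selectin positive by PE staining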
Target sequence (P16581 whole entry, looked up): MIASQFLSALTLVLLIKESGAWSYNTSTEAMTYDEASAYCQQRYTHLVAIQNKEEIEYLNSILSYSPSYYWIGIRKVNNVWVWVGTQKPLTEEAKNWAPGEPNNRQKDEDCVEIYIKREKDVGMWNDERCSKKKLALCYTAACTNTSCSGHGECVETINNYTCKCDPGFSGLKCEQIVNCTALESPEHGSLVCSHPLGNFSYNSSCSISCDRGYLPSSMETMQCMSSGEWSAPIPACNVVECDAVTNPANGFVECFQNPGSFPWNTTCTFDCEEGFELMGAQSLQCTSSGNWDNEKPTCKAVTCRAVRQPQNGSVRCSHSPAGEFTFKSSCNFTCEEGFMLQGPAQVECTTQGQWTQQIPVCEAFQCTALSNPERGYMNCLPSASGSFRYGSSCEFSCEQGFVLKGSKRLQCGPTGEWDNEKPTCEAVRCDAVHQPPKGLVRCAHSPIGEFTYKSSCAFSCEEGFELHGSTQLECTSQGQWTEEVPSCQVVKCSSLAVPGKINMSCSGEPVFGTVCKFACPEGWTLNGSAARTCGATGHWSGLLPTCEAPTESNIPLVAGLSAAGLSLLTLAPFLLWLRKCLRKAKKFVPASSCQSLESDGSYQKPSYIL
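Read-out basis: % PE-positive cells; Test system: HUVEC primary endothelial cells; Technique: immunofluorescence imaging; Dosing: single-point compound dose.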
XiGFP reactiv: activators of X-chromosome reactivation in mouse fibroblasts. hit rate 0.055% among 360,000. XiGFP mouse fibroblasts, % GFP-positive cells imaging, 3 d; cells co-treated with 5-aza-dC sensitizer; scaled so ellipticine positive control = 100%. activation, % at 7.58 µM. AID 743238;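 active means mean normalized replicate activation at least 10% and every replicate at or above 10%; inconclusive means only one of the two criteria met; inactive means mean below 10% and not all replicates reach 10%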;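 further: 0% = median of on-plate neutral control wells and 100% = ellipticine 6 µM median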
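Schedule: 3 d treatment, 15 min room-temperature fixation; system: 68-5-11 XiGFP fibroblast line; buffer or medium: DMEM plus 5-aza-dC sensitizer; control set: ellipticine 6 µM positive control; compound: one concentration, pinned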
ERAP1 inh: inhibitors of human ERAP1 aminopeptidase. Q9NZ08. recombinant ERAP1, Leu-AMC fluorescence, 60 min. inhibition, % at 10.7 µM. hit rate 0.15% among 340,000. AID 652197;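 active means mean replicate inhibition of at least 30%, or all replicates individually reaching that 30% level; inactive means mean below 30% and not every replicate reaching it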;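 further: 0% = neutral control wells and 100% = L-leucinethiol positive control wells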
* = called active by the depositor; ? = inconclusive; / = not tested or not shown.

A first look, two compounds:
SMILES	S100A4 MyoIIA	RAD54 inh	esBAF inh	RAD52 anneal inh	ERp5 block	E-selectin induc	XiGFP reactiv	ERAP1 inh
c1csc(-c2ccc3nncn3c2)c1	-3	-1	-3	-21	5	-0.2	-0.1	-1
CN(CC(=O)Nc1ccc(Cl)cc1F)C1CCS(=O)(=O)C1 (configuration not stated)	-2	0	-6	14	2	0.1	0.1	2

The listing (from the top)
SMILES	S100A4 MyoIIA	RAD54 inh	esBAF inh	RAD52 anneal inh	ERp5 block	E-selectin induc	XiGFP reactiv	ERAP1 inh
c1csc(-c2ccc3nncn3c2)c1	-3	-1	-3	-21	5	-0.2	-0.1	-1
CN(CC(=O)Nc1ccc(Cl)cc1F)C1CCS(=O)(=O)C1 (configuration not stated)	-2	0	-6	14	2	0.1	0.1	2
Cc1cccc2c1NC(=O)C2(O)N1CCCC(C)C1 (configuration not stated)	-4	-2	5	-2	1	/	0.1	0
CCOC(=O)c1cnn(CCOC(=O)c2cccc(F)c2)c1NC(=O)c1cccc(F)c1	-1	1	-3	-2	3	/	0.0	-1
CCc1cccc(C)c1NC(=O)COC(=O)C1CCN(S(=O)(=O)c2ccccc2)CC1	0	1	-4	-9	11	1.4	-0.7	1
CCC(=O)n1nc(-c2ccc(Cl)cc2)nc1NCc1ccccc1	-5	-11	32	-38	1	1.4	0.1	/
CCOC(=O)c1c(NC(=O)c2cccc(N3C(=O)CCC3=O)c2)sc2c1CCN(CC)C2	-7	42	/	2	-20	-0.1	0.1	-4
O=C(O)/C=C\C(=O)O	2	-3	-1	-1	-2	-2.1	0.1	2
COc1ccc([N+](=O)[O-])cc1NS(=O)(=O)c1ccc(Cl)c(C(=O)Nc2sc3c(c2C#N)CCCCC3)c1	-6	/	/	-18	6	/	0.0	3
CCOC(=O)Nc1nc(-c2ccc(Cl)cc2Cl)cs1	-10	/	/	3	-1	-1.9	0.1	-4
CCCNC(=O)C[C@H]1C[C@@H]2c3cc(NC(=O)Nc4ccc(F)cc4)ccc3O[C@@H]2[C@@H](CO)O1	7	-2	3	8	4	-0.1	-0.1	-1
O=C(Nc1ccccc1N1CCN(C(=O)c2ccccc2)CC1)c1ccc([N+](=O)[O-])o1	-2	-30	5	-20	0	/	-0.1	0
CC(C)CCOc1ccc(C(=O)N2CCN(c3ncccn3)CC2)cc1	-5	5	2	-12	2	-0.1	0.4	-1
COc1ccc(C#Cc2ccc([C@H]3[C@H]4CN(C(=O)Nc5ccccc5F)CCCCN4[C@H]3CO)cc2)cc1	0	4	11	-40	0	-0.7	0.1	-4
CN1C(=O)c2cc(NC(=O)NCc3ccccc3)ccc2OC[C@@H]2O[C@H](CC(=O)O)CC[C@H]21	10	-11	-1	11	-2	0.0	-0.1	0

4 compounds already listed, arranged by the number in ERp5 block, low to high:
molecule,ERp5 block
CCOC(=O)Nc1nc(-c2ccc(Cl)cc2Cl)cs1,-1
COc1ccc(C#Cc2ccc([C@H]3[C@H]4CN(C(=O)Nc5ccccc5F)CCCCN4[C@H]3CO)cc2)cc1,0
CCC(=O)n1nc(-c2ccc(Cl)cc2)nc1NCc1ccccc1,1
CCOC(=O)c1cnn(CCOC(=O)c2cccc(F)c2)c1NC(=O)c1cccc(F)c1,3

Next section
SMILES	S100A4 MyoIIA	RAD54 inh	esBAF inh	RAD52 anneal inh	ERp5 block	E-selectin induc	XiGFP reactiv	ERAP1 inh
CNC[C@@H]1Oc2c(NC(=O)c3nc4ccccc4s3)cccc2C(=O)N([C@@H](C)CO)C[C@@H]1C	-1	4	9	3	-1	0.0	0.4	0
CCCc1c(C(=O)N/N=C/c2ccc(OC)c(OCc3ccccc3)c2)nnn1-c1nonc1N	2	7	18	-10	9	/	0.0	-4
C[C@@H]1CN([C@@H](C)CO)C(=O)c2c(c3ccccc3n2C)-c2ccccc2CO[C@@H]1CN(C)Cc1cccc(O)c1	3	/	/	20	2	-0.1	0.1	-1
Cc1cc(C)c(C)c(S(=O)(=O)NCc2ccc(C(=O)N3CCCC3)cc2)c1C	-15	5	-3	1	-2	-0.2	0.0	-2
CN(NS(=O)(=O)c1ccc(Cl)cc1)c1nc(C(F)(F)F)nc2ccccc12	-12	/	/	-1	1	/	0.0	-2
C=CCSc1nnc(CC(OC)OC)n1-c1ccccc1	0	/	/	-11	0	-0.2	0.0	5
C[C@@H]1CN([C@@H](C)CO)C(=O)Cc2cc(NC(=O)C3CCCCC3)ccc2O[C@@H]1CN(C)Cc1ccc2c(c1)OCO2	1	13	1	7	1	-0.5	0.0	-2
C[C@H]1CN([C@@H](C)CO)C(=O)c2cc(C3=CCCCC3)cnc2O[C@H]1CN(C)C(=O)Nc1ccccc1	8	2	-3	4	2	-0.4	0.0	-7
COC(=O)c1ccccc1NC(=O)c1ccnn1C	4	/	/	-11	-1	0.0	0.7	-4
COCCN(CCOC)S(=O)(=O)NC[C@H]1O[C@@H](n2cnc3c(N)ncnc32)[C@H](O)[C@@H]1O	3	-6	-3	0	-2	-0.3	0.0	-6
O=C(NC(=S)NNC(=O)c1ccccc1O)c1cccc([N+](=O)[O-])c1	-1	-6	0	-15	-2	0.2	0.0	-4
COc1cccc(CNC(=O)CCC2CCCN(Cc3ccc(OC(F)F)cc3)C2)c1 (configuration not stated)	-9	/	/	-19	2	-0.1	0.0	0
Cc1cccc(C=Nc2ccccc2C(N)=O)c1	1	-2	?	-7	1	/	/	1
COc1ccc(-c2nnn(CC(=O)N3CCOCC3)n2)cc1	-1	2	-1	-10	-9	/	/	2
CC(=O)c1c(C)n(-c2cccc(Cl)c2)c2ccc(O)cc12	-12	-7	-8	-5	4	1.4	0.1	-3
COc1ccc(CNC(=O)C2CC(=O)N(C3CCCC3)C2)cc1 (configuration not stated)	2	-5	-3	-18	6	-0.1	0.1	-2
COc1ccc(OC)c(S(=O)(=O)NC2CCSc3ccccc32)c1 (configuration not stated)	4	-6	1	-22	-2	/	/	-3
COC(=O)[C@]12CCCCC=C1N(Cc1ccccc1)C(=O)[C@H](CC(=O)N1CCC(c3ccccc3)CC1)C2	-3	/	/	0	1	?	-0.1	/
CCN(Cc1nc2ccccc2c(=O)[nH]1)C(=O)CN1C(=O)NC2(CCCCC2C)C1=O (configuration not stated)	1	-5	2	2	9	0.5	0.1	1
COc1ccc(S(=O)(=O)N(C)C[C@@H]2Oc3cc(C#CC4CCCC4)ccc3S(=O)(=O)N([C@@H](C)CO)C[C@H]2C)cc1	-5	-1	8	-11	-3	-2.3	-0.2	0
Oc1ccccc1/C=N/Nc1nn[nH]n1	2	/	-1	-14	0	0.1	0.0	/
O=C(/C=C/c1ccc(-c2ccccc2[N+](=O)[O-])o1)c1ccco1	2	/	/	-17	4	0.0	0.7	2
C[C@@H]1CN([C@@H](C)CO)C(=O)Cc2cc(N(C)C)ccc2O[C@H]1CN(C)C	5	1	-2	-17	-3	-8.1	0.1	6
COc1ccc(NC(=O)CSc2nc3ccsc3c(=O)n2CCC(=O)O)c(OC)c1	-2	-19	9	-13	6	/	0.1	-2
CCn1nc(C(=O)OCC(=O)N(CC(C)C)c2c(N)n(Cc3ccccc3)c(=O)[nH]c2=O)c2ccccc2c1=O	12	9	-11	-3	4	-0.1	0.0	-1
Cc1nnc(Cc2ccccc2)c2n[nH]c(C)c12	2	-4	/	-3	4	/	0.0	-11
C[C@H]1CCCCO[C@H](CN(C)CC2CC2)[C@@H](C)CN([C@@H](C)CO)C(=O)c2cc(NS(C)(=O)=O)ccc2O1	-1	11	5	-6	-6	-0.1	0.2	-2
CCCNC(=O)c1cc(C2CCCN(S(=O)(=O)c3ccccc3)C2)on1 (configuration not stated)	-2	-2	-1	-2	3	/	-0.1	1
O=C(O)CCn1nnc(-c2ccccc2)n1	-2	/	/	-7	3	-0.1	0.0	3
CC1(C)CC(=O)C=C(c2ccccc2-c2ccc(S(C)(=O)=O)cc2)C1=O	5	0	0	-17	-1	-1.6	0.4	8
COc1ccccc1NC(=O)Nc1ccc2c(c1)C(=O)N(C)C[C@H](OC)[C@H](C)CN[C@@H](C)CO2	-3	6	0	15	-4	0.0	-0.2	2
NCCCC[C@H](N)c1nnc([C@H](CCC(=O)O)NC(=O)C2CCNCC2)o1	3	34	-1	4	4	-0.1	-0.1	4
O=C(c1cc2ccccc2cc1O)N1CCN(c2ccc([N+](=O)[O-])cc2)CC1	-25	-5	-1	-5	-2	-1.8	-0.1	-5
Cc1ccc(S(=O)(=O)Nc2ccc3c(c2)CC(=O)N([C@H](C)CO)C[C@@H](C)[C@@H](CN(C)Cc2ccc(-c4ccccc4)cc2)O3)cc1	-2	0	-2	11	-3	0.0	-0.5	-3
O=[N+]([O-])c1ccc(OCc2cnc(Cl)s2)cc1	2	/	/	2	1	/	0.2	1
O=C(Nc1ccc2c(c1)OCCO2)C(CCc1ccccc1)N1CCN(C/C=C/c2ccccc2)CC1 (configuration not stated)	0	7	-7	1	-2	0.6	-0.1	2
CCCOc1ccc2[nH]c(C(=O)N/N=C/c3cc(OC)c(OC)c(OC)c3)cc2c1	-3	10	6	3	7	-0.2	0.0	-3
Cc1noc(C)c1S(=O)(=O)Nc1ccc2c(c1)CC(=O)N([C@H](C)CO)C[C@H](C)[C@@H](CN(C)Cc1ccc(C(=O)O)cc1)O2	53	/	/	-11	-7	-4.7	0.3	0
Cc1ccc(NC(=O)c2cc(-c3ccccc3)nn2-c2ccccc2)c(Br)c1	-2	/	/	-7	1	0.1	-0.1	-2
C[C@H](CO)N1C[C@H](C)[C@@H](CN(C)Cc2ccc(Cl)c(Cl)c2)Oc2ccc(NS(=O)(=O)c3ccc(Cl)cc3)cc2C1=O	18	6	1	-9	-5	0.3	-1.7	-2
CO[C@H]1CN(C)C(=O)c2cc(NC(=O)NC3CCCCC3)ccc2OC[C@H](C)N(CCc2ccccc2)C[C@@H]1C	-5	5	3	0	-1	-0.2	0.5	-1
Cc1ccc(Cn2ccnc2C(=O)Nc2ccccc2)cc1	-1	-6	24	-3	5	0.2	0.1	0
CC1CN(C(=O)/C(C#N)=C2\N=C(NC(=O)c3ccccc3Cl)c3ccccc32)CC(C)O1 (configuration not stated)	0	/	/	-11	0	12	0.1	-1
Cc1ccc(C)c(C(=O)COC(=O)c2ccc(C)c(S(=O)(=O)N3CCOCC3)c2)c1	0	2	4	-32	-3	/	-0.1	0
CCCNC(=O)C[C@H]1C[C@H]2c3cc(NS(=O)(=O)c4cccc(OC)c4)ccc3O[C@H]2[C@H](CO)O1	10	11	7	-8	13	-0.7	-0.1	0
CNC[C@@H]1Oc2cc(C#CCOC)ccc2S(=O)(=O)N([C@@H](C)CO)C[C@H]1C	-13	-1	0	-44	-1	4.6	-0.4	-2
CCS(=O)(=O)CCSC(=N)N	5	-17	-8	0	1	/	/	7
CCC(C)[C@H](NC(=O)N1CC(=O)Nc2ccccc21)C(=O)N1CCC[C@@H]1C(=O)O (some centres not stated)	-4	-4	5	-16	3	/	/	/
COc1ccc(CNC(=O)CN2C(=O)NC3(CCCc4sccc43)C2=O)cc1OC (configuration not stated)	4	/	1	-1	-7	/	0.0	-7

Bioassay records deposited in PubChem BioAssay by Broad Institute.
